Bioassay records: PubChem, several laboratories
Hck-Nef inh: inhibitors of human Hck kinase activated by Nef; 0.68% of 220,000 active; P08631; Recombinant Hck-YEEI plus Nef, Z-Lyte FRET kinase assay; inhibition, % at 20 µM;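 active = Hck-Nef kinase inhibition above about 50%, limit read from the data; inactive = inhibition below that limit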;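 note: 0% = DMSO with Hck plus Nef and 100% = Hck alone without Nef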
zVAD death inh: blocks zVAD induced death of L929 cells; L929 zVAD necroptosis rescue, ATP luminescence, 24 h; with zVAD 60 µM; viability rescue, % at 10 µM; 0.38% of 220,000 active;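 active = activation, scaled between plate controls, above about 75%, limit read from the data; inactive = activation under that limit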;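 note: 0% = zVAD with DMSO and 100% = DMSO alone without zVAD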
MDM2 E3 inh: Mdm2 E3 ligase (human) inhibition. cell-based MDM2 ubiquitination luciferase reporter, 2 h; 0 = plate control, 100 = twice control, blank-subtracted. signal enhancement, % at 5 µM. 0.11% of 210,000 active;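 active = signal enhancement of 30% or more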;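 note: luminescence tracks abundance of the self-degrading MDM2-luciferase fusion protein; higher signal means inhibition of MDM2 E3 ligase activity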
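System: stable MDM2–luciferase fusion reporter cells / Input: 2000 cells seeded into each well / Schedule: 4 h settle plus 2 h compound, 37 °C / Compound: single-point 5 µM / Buffer or medium: cells held in DMEM / Benchmarks: control and blank well means / Evaluation: percent signal gain over controls, blank-subtracted / Measured by: luciferase luminescence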
Runt-CBFb FRET: inhibitors of human RUNX1 Runt domain binding to CBFb; Q01196+Q13951; Cerulean-Runt/Venus-CBFb FRET ratio 530/480, 1 h; inhibition, % at 20 µM; 0.46% of 220,000 active;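 active = inhibition over about 50% at 20 µM in the single-dose screen, limit read from the data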;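 note: 0% = DMSO wells and 100% = excess unlabeled CBFb competitor control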
Target sequence (Q01196 whole entry, looked up, the tested form may be a part): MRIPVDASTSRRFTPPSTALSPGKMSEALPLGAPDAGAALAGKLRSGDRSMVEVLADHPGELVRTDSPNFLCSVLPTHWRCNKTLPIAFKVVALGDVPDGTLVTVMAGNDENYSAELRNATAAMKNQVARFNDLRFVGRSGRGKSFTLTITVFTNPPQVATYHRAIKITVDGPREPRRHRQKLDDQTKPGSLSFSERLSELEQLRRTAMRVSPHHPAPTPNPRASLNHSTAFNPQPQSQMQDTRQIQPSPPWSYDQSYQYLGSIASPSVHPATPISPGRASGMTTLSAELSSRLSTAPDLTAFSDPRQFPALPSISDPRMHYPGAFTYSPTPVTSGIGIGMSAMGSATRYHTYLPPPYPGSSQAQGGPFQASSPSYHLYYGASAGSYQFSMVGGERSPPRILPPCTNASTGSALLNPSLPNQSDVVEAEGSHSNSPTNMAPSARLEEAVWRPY
Target sequence (Q13951 whole entry, looked up, the tested form may be a part): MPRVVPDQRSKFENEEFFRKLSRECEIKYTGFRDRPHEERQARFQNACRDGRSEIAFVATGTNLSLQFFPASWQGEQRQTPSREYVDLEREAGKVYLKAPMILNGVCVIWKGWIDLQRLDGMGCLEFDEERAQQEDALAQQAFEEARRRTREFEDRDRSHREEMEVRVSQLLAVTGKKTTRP
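Assay system: Cerulean-Runt domain fusion protein, energy donor; Signal: fluorescence energy transfer, 422 nm excitation, 530/480 nm emission; Timing: 1 h compound exposure, room temperature; Control set: unlabeled CBFb; Medium: Tris buffer pH 7.5 with salts and BSA; Compound: single test concentration of 20 µM, 1% DMSO final; Probe or stimulus: Venus-CBFb 100 nM.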
Runt-SMMHC FRET: inhibitors of human RUNX1 Runt domain binding to CBFb-SMMHC | AID 1434 | 0.74% of 220,000 active | inhibition, % at 20 µM | Cerulean-Runt/Venus-CBFb-SMMHC FRET ratio 530/480, 1 h | Q01196+Q13951;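 active = mean inhibition across duplicate retests at 20 µM reaching about 50%, limit read from the data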;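 note: 0% = DMSO wells and 100% = wells with excess untagged CBFb-SMMHC; inhibitors lower the FRET ratio by blocking Runt binding to CBFb-SMMHC; some results filed as inactive read as strong as hits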
Tb hexokinase: T. brucei hexokinase 1 inhibition; 0.11% of 220,000 active; AID 1430; recombinant TbHK1, G6PDH-coupled NADH A340; inhibition, % at 10 µM;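 active = inhibition of 50% or more in the single-dose primary screen; inactive = inhibition below 50%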
NCF1 inh: blocks human p47phox regulatory protein of NADPH oxidases; p47phox/p22phox peptide binding, fluorescence polarization, 2 h; 0.53% of 220,000 active; AID 1274; P14598; inhibition, % at 24.7 µM;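 active = inhibition above about 30%, limit read from the data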;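 note: 0% = p47phox with labelled peptide and 100% = labelled peptide alone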
EBV gp42 block: EBV gp42 inhibition | Fluorescence polarization binding assay, mP read-out | inhibition, % (tested at 21.74 µM) | Q1HVG2 | 0.42% of 220,000 active; in the data active = inhibition above about 50%
Target sequence (Q1HVG2 whole entry, looked up): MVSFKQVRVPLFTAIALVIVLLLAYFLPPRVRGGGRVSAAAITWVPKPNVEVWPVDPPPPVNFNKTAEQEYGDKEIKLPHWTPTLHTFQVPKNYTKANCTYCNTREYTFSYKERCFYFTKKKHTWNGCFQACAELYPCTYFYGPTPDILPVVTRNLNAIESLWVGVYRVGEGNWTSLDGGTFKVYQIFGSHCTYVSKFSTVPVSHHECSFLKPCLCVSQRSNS
14-3-3 Bad inh: disrupts binding of bovine 14-3-3 zeta to phospho-Bad peptide | 0.71% of 220,000 active | inhibition, % at 21.7 µM | AID 781 | TR-FRET 14-3-3zeta/Dy647-pBad peptide displacement, 1 h;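 active = inhibition above about 70%, limit read from the data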;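 note: 0% = full 14-3-3 plus peptide FRET controls and 100% = background without 14-3-3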
The depositor's hits bear a star; x = not tested or not shown; [ ] = dose if it differs, or a comment.

No.	SMILES	Hck-Nef inh	zVAD death inh	MDM2 E3 inh	Runt-CBFb FRET	Runt-SMMHC FRET
1	Cc1ccc(CN=c2c([N+](=O)[O-])nn(-c3cccc(C)c3)n2O)cc1	-29.9	3.0	-6.5	-1.4	-4.3
2	O=C1CCCN1CCC1CCN(C2CC(=O)N(Cc3ccc(N4CCCC4=O)cc3)C2=O)CC1 (centres undefined)	5.7	-0.9	-8.3	1.1	-1.5
3	CCOC(=O)Cn1c(=O)oc2cc(S(=O)(=O)Nc3cc(Cl)ccc3OC)ccc21	2.4	0.3	-23.0	1.3	-1.3
4	Cc1cc(SC(C)C(=O)NCC(=O)Nc2ccc(F)c(F)c2F)nc2ccccc12 (centres undefined)	1.1	0.2	-6.3	1.1	0.8
5	CCOC(=O)C(=Cc1ccccc1OC)C(=O)OCC	28.9	22.6	-6.7	-1.4	1.3
6	CCOC(=O)CN1C(=O)SC(Nc2ccc(C)cc2)C1=O (centres undefined)	22.6	22.2	-3.0	2.2	3.7
7	COc1ccc(C2CN=NC23CCc2ccccc2C3=O)cc1 (centres undefined)	3.4	0.8	-10.9	-0.9	-2.0
8	COc1ccc(CCNC(=O)CC(NS(=O)(=O)c2ccc(NC(C)=O)cc2)C(C)C)cc1OC (centres undefined)	-1.7	-0.2	-14.8	-0.4	1.3
9	COc1ccc2c(CC(=O)Nc3ccc(OC)c(S(=O)(=O)N4CCOCC4)c3)coc2c1	-0.3	1.1	-14.5	-10.0	-2.6
10	Cc1cc(C)c(NC(=O)CCCN2CCN(C)CC2)c(C)c1	1.1	0.1	-6.2	-1.1	1.1
11	CCCCN1C(=O)CC(Nc2ccc(CC)cc2)C1=O (centres undefined)	6.8	1.2	-2.5	-1.7	-11.8
12	CSc1nc2c(c(=O)[nH]1)C(c1ccccc1)C1=C(CC(C)(C)CC1=O)N2 (centres undefined)	23.1	-0.8	-15.5	-2.5	0.1

No.	Tb hexokinase	NCF1 inh	EBV gp42 block	14-3-3 Bad inh
1	-5.0	-3.4	4.1	-6.1
2	-3.7	-0.7	12.2	2.1
3	-2.2	-16.2	-13.4	7.6[fluorescence artefact?]
4	0.4	-13.8	-29.2	-8.0[fluorescence artefact?]
5	-17.4	-3.4	-8.6	7.1
6	-0.1	5.0	-2.8	-0.1
7	-3.7	-7.6	-0.7	-2.5
8	2.6	-6.8	15.6	17.1
9	2.5	-6.5	-15.2	-1.5[fluorescence artefact?]
10	-0.4	-13.3	-10.3	-3.4[fluorescence artefact?]
11	3.7	1.5	-6.6	-1.7
12	-4.0	9.5	9.6	2.4

Some of these compounds in order of SMILES length, low to high.
No.	SMILES	Hck-Nef inh	zVAD death inh	MDM2 E3 inh	Runt-CBFb FRET	Runt-SMMHC FRET
5	CCOC(=O)C(=Cc1ccccc1OC)C(=O)OCC	28.9	22.6	-6.7	-1.4	1.3
7	COc1ccc(C2CN=NC23CCc2ccccc2C3=O)cc1 (centres undefined)	3.4	0.8	-10.9	-0.9	-2.0
10	Cc1cc(C)c(NC(=O)CCCN2CCN(C)CC2)c(C)c1	1.1	0.1	-6.2	-1.1	1.1
1	Cc1ccc(CN=c2c([N+](=O)[O-])nn(-c3cccc(C)c3)n2O)cc1	-29.9	3.0	-6.5	-1.4	-4.3
3	CCOC(=O)Cn1c(=O)oc2cc(S(=O)(=O)Nc3cc(Cl)ccc3OC)ccc21	2.4	0.3	-23.0	1.3	-1.3
9	COc1ccc2c(CC(=O)Nc3ccc(OC)c(S(=O)(=O)N4CCOCC4)c3)coc2c1	-0.3	1.1	-14.5	-10.0	-2.6
2	O=C1CCCN1CCC1CCN(C2CC(=O)N(Cc3ccc(N4CCCC4=O)cc3)C2=O)CC1 (centres undefined)	5.7	-0.9	-8.3	1.1	-1.5
8	COc1ccc(CCNC(=O)CC(NS(=O)(=O)c2ccc(NC(C)=O)cc2)C(C)C)cc1OC (centres undefined)	-1.7	-0.2	-14.8	-0.4	1.3

No.	Tb hexokinase	NCF1 inh	EBV gp42 block	14-3-3 Bad inh
5	-17.4	-3.4	-8.6	7.1
7	-3.7	-7.6	-0.7	-2.5
10	-0.4	-13.3	-10.3	-3.4[fluorescence artefact?]
1	-5.0	-3.4	4.1	-6.1
3	-2.2	-16.2	-13.4	7.6[fluorescence artefact?]
9	2.5	-6.5	-15.2	-1.5[fluorescence artefact?]
2	-3.7	-0.7	12.2	2.1
8	2.6	-6.8	15.6	17.1

(list continues)
No.	SMILES	Hck-Nef inh	zVAD death inh	MDM2 E3 inh	Runt-CBFb FRET	Runt-SMMHC FRET
13	O=C(NNC1=NCCC1)c1cccc(Br)c1	0.9	0.3	-16.9	-1.8	-6.5
14	CC(C)c1[nH]c(=O)c(C#N)c2c1COC(C)(C)C2	-1.1	-0.4	-4.7	1.4	3.4
15	Brc1ccc(C=Nc2ccc(Nc3ccccc3)cc2)s1	14.2	x	12.5	-0.5	-6.4
16	COC(=O)Cc1cc(OC)c(OC)cc1Cc1cc(OC)c(OC)cc1CC(=O)OC	-1.0	0.7	-1.9	-0.8	-0.8
17	CC(C)CCN1CCN(Cc2cccn2-c2cccnc2)CC1CCO (centres undefined)	21.6	0.0	-4.4	-0.8	-2.8
18	CCOC(=O)c1ccccc1NC(=S)N1CCN(C2CCCCC2)CC1	7.2	0.1	8.3	0.7	-2.2
19	CCOC(=O)c1sc(S(C)(=O)=O)c2c1CC(C)(C)C/C2=N/O	6.8	-0.1	-11.4	-1.3	-0.6
20	OCCNc1ncnc2c1ncn2Cc1ccccc1	0.0	0.8	-9.1	11.1	2.9
21	Cc1ccc(C(=O)NC(=S)Nc2ccccc2C(F)(F)F)c(C)c1	0.4	-0.2	-16.3	-2.3	2.5
22	COc1ccc(CNS(=O)(=O)c2ccc(F)c(C(=O)Nc3ccc(OC)cc3)c2)cc1	-1.8	0.2	-7.6	-1.8	1.0
23	CCOC(=O)/C(O)=C(\C#N)c1nc2ccccc2[nH]1	-10.1	1.3	0.6	32.9	73.8*
24	O=C(Nc1ccccc1NS(=O)(=O)c1ccc(F)cc1)C1CCC1	9.9	-0.1	-6.1	-2.1	1.0

No.	Tb hexokinase	NCF1 inh	EBV gp42 block	14-3-3 Bad inh
13	2.8	-8.7	-18.7	4.4
14	-23.0	-9.2	-20.6	11.5
15	-0.8	-13.0	-13.7	-5.5[fluorescence artefact?]
16	0.0	-9.3	-3.7	-3.9
17	1.8	1.6	-4.1	1.5
18	1.0	-5.7	-8.8	-2.3
19	-5.1	-6.8	-6.8	-2.7
20	-3.4	-5.2	2.4	-5.9
21	-5.5	-3.7	-7.2	-7.7
22	-0.2	-0.6	-8.1	-3.1
23	-22.0	0.6	-20.9	-18.1
24	-5.0	-11.3	-17.3	-5.7

No.	SMILES	Hck-Nef inh	zVAD death inh	MDM2 E3 inh	Runt-CBFb FRET	Runt-SMMHC FRET
25	COc1ccc(NC(=O)c2c(C)noc2-c2snnc2C)cc1	11.3	0.5	-14.9	1.7	1.3
26	Cc1nc(-c2ccccc2)sc1C(=O)/C=C/c1ccc(Cl)cc1	0.2	-0.2	-1.2	-1.6	-8.9
27	O=C(O)CC(C(=O)NCc1ccccc1)C1CCCO1 (centres undefined)	-4.4	0.3	-12.2	-0.3	3.5
28	COc1ccc(NS(=O)(=O)c2ccc(O)c(NC(=O)c3ccc(S(=O)(=O)N4CCCC4)cc3)c2)cc1	6.7	2.4	-5.0	-1.0	-4.9
29	COc1ccc(CN(C(=O)CCC(=O)N2CCCCC2)c2nccs2)cc1OC	18.4	-0.5	-1.9	2.1	-2.7
30	CC(=O)N1C=CN(C(C)=O)C(c2cn(C)c3ccccc23)C1c1cn(C)c2ccccc12 (centres undefined)	-13.5	0.2	9.3	-5.4	0.7
31	CCC(C)(C)n1nnnc1CN1CCN(c2nc3ccc(C)cc3cc2C#N)CC1	-1.3	0.1	0.3	33.0	54.0*
32	COc1ccc(CCNC(=O)COc2ccc([N+](=O)[O-])cc2)cc1	-10.3	2.3	-9.5	2.8	-5.7
33	c1ccc(CN2CCN(Cc3cn4cccnc4n3)CC2)cc1	19.3	2.4	-9.4	-0.2	-1.4
34	C[C@@]12CCC=C[C@H]1[C@H](c1ccc(F)c(/C=C/c3ccccc3)c1)N(Cc1ccccc1)C2=O	25.8	0.4	15.8	1.4	2.2
35	CSc1ccc(Cl)c(C(=O)OCC(=O)N2CCOCC2)c1	0.6	0.9	-4.7	-1.8	-2.4
36	COc1ccc(C(C)NC(=O)c2ccccc2Br)cc1OC (centres undefined)	-8.2	1.4	-3.9	-0.1	-0.9

No.	Tb hexokinase	NCF1 inh	EBV gp42 block	14-3-3 Bad inh
25	-6.6	-15.5	-12.7	-0.8
26	-15.4	1.1	-9.8	-1.5
27	2.8	-6.5	-11.1	7.1
28	-1.4	-9.6	-13.3	-5.3
29	1.3	-3.8	-9.3	-3.9
30	-7.4	-12.3	4.0	2.8
31	-0.4	-13.6	-14.0	-1.8
32	-5.5	6.8	-8.0	-1.5
33	-6.2	-8.1	-19.0	-15.0
34	-20.4	-7.8	-10.1	-2.1
35	-9.4	-6.4	-15.3	10.5
36	1.8	-12.8	-9.9	-0.3

No.	SMILES	Hck-Nef inh	zVAD death inh	MDM2 E3 inh	Runt-CBFb FRET	Runt-SMMHC FRET
37	Cc1csc(SCC(=O)NCc2cccc(Cl)c2)n1	25.6	-1.1	-0.6	-1.9	-1.4
38	Cc1cccc(-c2noc(-c3ccccc3C(=O)NCC3CCCO3)n2)c1 (centres undefined)	9.5	0.6	-24.0	-1.1	0.0
39	CCN(CC)CCCN1C(=O)C(=O)/C(=C(/O)c2cc(C)ccc2C)C1c1cccnc1 (centres undefined)	-0.1	0.1	-18.2	-0.8	2.1
40	O=C1C=C(O)c2c(O)cccc2C1=O	28.4	-0.2	-16.3	6.3	-7.6
41	CC(C)C[C@H](NC(=O)c1[nH]cnc1C(=O)N[C@@H](C)C(=O)OC(C)(C)C)C(=O)OC(C)(C)C	25.3	1.0	14.0	-7.5	-2.4
42	CC1=NN(C(=O)c2ccc(C)o2)C(O)(c2ccccc2)C1 (centres undefined)	0.0	1.1	-6.7	0.0	0.4
43	Cc1[nH]c2ccccc2c1C(=O)CN1CCCCC1CCO (centres undefined)	-5.4	-0.7	-3.8	-1.7	-2.9
44	COc1c(C)cc(S(=O)(=O)N2CCCC2)c(C)c1C	2.6	0.6	0.0	1.9	3.7
45	Cn1c(=O)c2c(nc(CN3CCN(c4ccccc4F)CC3)n2CCN2CCOCC2)n(C)c1=O	2.4	-0.1	-11.6	-0.3	1.4
46	O=C(COC(=O)CCS(=O)(=O)c1ccc(Cl)cc1)Nc1ncc(Cl)cc1Cl	2.1	0.4	-4.8	-0.1	3.5

No.	Tb hexokinase	NCF1 inh	EBV gp42 block	14-3-3 Bad inh
37	-4.8	-11.3	-21.0	-9.2
38	7.7	-5.9	-14.8	2.3
39	-11.8	-2.5	-5.7	-13.2
40	-5.9	-6.1	-14.5	16.0
41	6.2	-12.1	-8.5	-2.2
42	-7.4	-11.0	-15.0	0.0
43	-9.3	-10.8	-1.2	4.8[fluorescence artefact?]
44	-6.5	-9.2	-17.0	10.0[fluorescence artefact?]
45	-0.2	-6.5	-9.4	-1.5
46	1.7	-7.1	-11.4	-1.1
